miR-122 sensor = miR-122 inhibition in Huh7 cells. Huh7 miR-122 Renilla luciferase sensor, 48 h; neutral wells = 0, positive control = 100. activation (reporter increase), % at 12.5 µM. 340,000 tested, 0.3% active;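 active = mean replicate activation score at least 90 and every replicate individually at or above 90; inconclusive = only one of the two criteria met; inactive = neither criterion met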;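 also: higher luciferase means less miR-122 activity so hits act as miR-122 inhibitors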
SIRT5 block = sirtuin-5 (human) deacylase inhibition; inhibition, % at 15 µM; Q9NXA8; 330,000 tested, 1.1% active; AID 652115; Purified SirT5, succinyl-peptide AMC, trypsin-coupled fluorescence; in the data active = inhibition above about 15%; inconclusive = no clear call, values can overlap the other calls
Target sequence (Q9NXA8 whole entry, looked up): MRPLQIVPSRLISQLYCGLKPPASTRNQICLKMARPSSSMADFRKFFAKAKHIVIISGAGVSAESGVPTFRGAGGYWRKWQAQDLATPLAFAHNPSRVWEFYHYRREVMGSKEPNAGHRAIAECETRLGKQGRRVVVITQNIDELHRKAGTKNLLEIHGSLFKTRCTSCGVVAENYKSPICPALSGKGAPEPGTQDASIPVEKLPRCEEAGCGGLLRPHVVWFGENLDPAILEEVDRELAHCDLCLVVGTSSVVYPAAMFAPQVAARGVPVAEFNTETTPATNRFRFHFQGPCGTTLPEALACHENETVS
Cneo AK release = Cryptococcus neoformans lysis via adenylate kinase release. C. neoformans lysis, adenylate kinase release luminescence, 4 h; normalised: neutral wells 0, clomiphene wells 100. 360,000 tested, 0.2% active. lysis activity, % at 15 µM. AID 651654;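 active = mean lysis activity across replicates of at least 80%, whatever share of replicates individually reach that level; inactive = mean lysis activity below 80%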
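read-out = cell lysis signal | test system = log-phase Cryptococcus neoformans yeast cells | input = cells at 5 × 10^6 per mL | medium = fresh YPD growth medium | signal = luminescent adenylate kinase detection reagent | timing = 4 h at 37 °C static, read 1 h later | dosing = single dose | controls = Clomiphene as positive lysis control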
C2C12 statin = suppression of simvastatin myotoxicity; C2C12 myotubes + simvastatin, ATP luminescence, 48 h; scaled: DMSO 0, geranylgeraniol control 100; rescue of ATP level, % at 7.49 µM; 330,000 tested, 0.78% active; AID 602340;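 active = mean ATP rescue above about 67%, or every replicate alone reaching that limit, limit read from the data, passing the limit was not always enough; inconclusive = no clear call, values can overlap the other calls; inactive = mean under the limit and some replicate under it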;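 also: myotubes were challenged with 10 µM simvastatin during compound exposure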
esBAF inh = blocks esBAF chromatin remodeling in mouse ES cells | 350,000 tested, 2% active | Bmi1-luciferase knock-in reporter, 24 h; 100% = twice the neutral-well signal | reporter increase, % at 12.5 µM; in the data active = activation above about 40%; inconclusive = no clear call, values can overlap the other calls;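 also: 0% = median of the plate's neutral control wells and 100% = double that signal; a rise in the Bmi1 reporter signal indicates esBAF inhibition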
ARNT TACC3 PPI = ARNT/TACC3 interaction disruption | Q9Y6A5 | AlphaScreen His-ARNT PAS-B/GST-TACC3 binding, luminescence; TACC3 fragment carries E629A point mutation | inhibition, % at 9.99 µM | 390,000 tested, 0.66% active | AID 623870;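 active = mean inhibition of replicates at least 50% and at least half of replicates each reaching 50%; inconclusive = half or more replicates reach 50% but mean below 50%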;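 also: 0% = complete ARNT plus TACC3 wells and 100% = ARNT alone without TACC3; many hits fall short of the cut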
ERp5 inh = blocks human ERp5 reductase activity on insulin | Q15084 | ERp5 insulin aggregation, absorbance 650 nm, 90 min | inhibition, % at 9.99 µM | 350,000 tested, 0.05% active | AID 651711;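 active = mean replicate inhibition above about 25%, with every replicate also reaching it, limit read from the data, passing the limit was not always enough; inconclusive = only one of those two criteria met; inactive = neither criterion met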
Target sequence (Q15084 whole entry, looked up): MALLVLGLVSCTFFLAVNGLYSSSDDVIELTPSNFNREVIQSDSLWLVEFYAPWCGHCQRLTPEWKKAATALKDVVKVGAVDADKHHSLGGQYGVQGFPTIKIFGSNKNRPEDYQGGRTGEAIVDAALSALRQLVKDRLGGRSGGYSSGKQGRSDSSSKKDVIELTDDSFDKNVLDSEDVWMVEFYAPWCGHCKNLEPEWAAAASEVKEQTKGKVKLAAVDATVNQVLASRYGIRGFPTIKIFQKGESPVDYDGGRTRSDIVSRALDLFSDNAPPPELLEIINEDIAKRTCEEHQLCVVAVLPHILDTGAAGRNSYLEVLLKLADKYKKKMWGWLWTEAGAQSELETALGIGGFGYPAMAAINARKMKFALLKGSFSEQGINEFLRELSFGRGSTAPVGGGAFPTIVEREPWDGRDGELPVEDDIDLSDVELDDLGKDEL
* marks the source's active call; other numbers are inactive results; u = inconclusive; x = not tested or not shown; & = joins results of further samples; [ ] = remark or other dose.

SMILES	miR-122 sensor	SIRT5 block	Cneo AK release	C2C12 statin	esBAF inh	ARNT TACC3 PPI	ERp5 inh
CCc1ccccc1NC(=O)CN1CCN(C(=O)C(C)NC(=O)c2ccc(Cl)cc2)CC1 (stereo not drawn)	-2.7	-4.6	0.2	-3.3	-1.4	0.2	-0.9
O=C(CN1CCN(S(=O)(=O)c2ccc(F)cc2)CC1)Nc1ccc2c(c1)OCCO2	-3.5	x	-1.8	x	-8.4	0.5	x
O=S(=O)(NC(=NCc1ccccc1)c1ccccc1F)c1ccccc1	41.6	4.5	6.7	3.2	4.0	-48.8	-0.7
CC(=O)c1ccc(NS(=O)(=O)c2ccc([N+](=O)[O-])cc2)cc1	-2.9	4.9	1.2	-6.8	x	-6.9	-0.2
Cc1ccc(NC(=O)CC2Oc3ccc(C)cc3NC2=O)c(C)c1 (stereo not drawn)	5.7	-4.0	-0.4	-0.5	0.9	-5.5	5.2
CCc1cc(=O)oc2cc(OC(C)C(=O)N3CC[C@@]4(O)CCCC[C@H]4C3)ccc12 (stereo partly drawn)	-0.4	-2.3	-0.3	-7.1	5.0	x	1.1
CSc1nc(-c2ccc(F)cc2)cc(=O)[nH]1	x	-2.2	x	x	x	-5.3	u
C[C@@H]1CN([C@@H](C)CO)C(=O)Cc2cc(NC(=O)CCCCCC(=O)Nc3ccccc3N)ccc2O[C@H]1CN(C)S(=O)(=O)c1ccc(Cl)cc1	-5.6[16.7 µM]	x	x	-29.8	-5.6	x	x
C/C(=N\Nc1nc2c(s1)CCCC2)c1ccc(Cl)cc1	1.4	x	3.1	x	-12.0	34.1	x
CC1(C)CC(NS(=O)(=O)c2ccc(C(C)(C)C)cc2)CC(C)(C)N1	1.3	0.6	-1.4	8.6	-4.6	1.1	0.6
O=C(CSc1nc(O)cc(=O)n1-c1ccc(Cl)c(Cl)c1)Nc1ccc(Cl)cc1Cl	-4.1	6.4	-2.0	-2.1	-3.1	-1.8	0.5
C[C@H]1CN([C@@H](C)CO)C(=O)c2cc(NC(=O)C3CC3)ccc2O[C@@H]1CN(C)S(=O)(=O)c1ccccc1	6.8[16.7 µM]	-0.5	-1.1	-1.3	-2.5	-3.6	-0.7

Some of these compounds in order of their number in ERp5 inh, ascending:
mol | ERp5 inh
C[C@H]1CN([C@@H](C)CO)C(=O)c2cc(NC(=O)C3CC3)ccc2O[C@@H]1CN(C)S(=O)(=O)c1ccccc1 | -0.7
O=C(CSc1nc(O)cc(=O)n1-c1ccc(Cl)c(Cl)c1)Nc1ccc(Cl)cc1Cl | 0.5
CCc1cc(=O)oc2cc(OC(C)C(=O)N3CC[C@@]4(O)CCCC[C@H]4C3)ccc12 (stereo partly drawn) | 1.1
Cc1ccc(NC(=O)CC2Oc3ccc(C)cc3NC2=O)c(C)c1 (stereo not drawn) | 5.2

Ordered by heavy-atom count (high to low): three of the compounds above.
SMILES	miR-122 sensor	SIRT5 block	Cneo AK release	C2C12 statin	esBAF inh	ARNT TACC3 PPI	ERp5 inh
C[C@H]1CN([C@@H](C)CO)C(=O)c2cc(NC(=O)C3CC3)ccc2O[C@@H]1CN(C)S(=O)(=O)c1ccccc1	6.8[16.7 µM]	-0.5	-1.1	-1.3	-2.5	-3.6	-0.7
CC(=O)c1ccc(NS(=O)(=O)c2ccc([N+](=O)[O-])cc2)cc1	-2.9	4.9	1.2	-6.8	x	-6.9	-0.2
CSc1nc(-c2ccc(F)cc2)cc(=O)[nH]1	x	-2.2	x	x	x	-5.3	u

Next structures follow:
SMILES	miR-122 sensor	SIRT5 block	Cneo AK release	C2C12 statin	esBAF inh	ARNT TACC3 PPI	ERp5 inh
COc1cccc(NC(=O)c2ccccc2-c2ccccc2)c1	-8.7	x	-9.5	-1.3	-2.4	-2.8	12.2
CNC[C@@H]1Oc2ccc(NC(=O)CCN3CCOCC3)cc2C(=O)N([C@H](C)CO)C[C@H]1C	-1.6[16.7 µM]	x	x	-36.8	-2.9	x	x
CCCn1c2ccc(C)cc2c2nnc(SCCN3CCOCC3)nc21	-0.7	-0.2	-3.5	-46.0	-7.8	10.1	-0.8
COc1ccc(NC(=O)C2CC(c3ccc(OC)c(OC)c3)=NO2)cc1OC (stereo not drawn)	-4.9	x	-1.8	x	9.4	-1.2	x
CC/C(=N\O)c1ccc(OC)c(OC)c1	1.2	x	1.8	x	-5.5	-2.4	x
CCCN1C(=S)SC(C)(C)C1/[N+]([O-])=C/c1cccnc1 (stereo not drawn)	-5.4	x	1.0	-3.7	0.5	-7.5	x
CC(=O)c1cccc(NC(=O)COC(=O)[C@@H](NC(=O)OCc2ccccc2)C(C)C)c1	8.9	x	-12.3	9.0	-1.5	0.0	x
CCOc1ccc(Oc2ccc(NC(=O)CSc3nncn3C)cc2)cc1	-12.6	0.7	-0.9	9.8	-2.0	x	3.2
COc1ccc(S(=O)(=O)N(C)C[C@@H]2Oc3c(NC(=O)c4ccc(-c5nccs5)cc4)cccc3C(=O)N([C@H](C)CO)C[C@H]2C)cc1	-2.7[16.7 µM]	-1.9	7.3	x	-4.6	-1.6	-0.7
O=C(NCC[C@H]1CC[C@H](NC(=O)C2CCCC2)[C@@H](CO)O1)Nc1ccc(Cl)cc1	4.8[16.7 µM]	-4.6	-1.3	-0.8	25.9	-3.4	0.5
CS(=O)(=O)Nc1cccc(C2=NN(S(=O)(=O)c3ccccc3)C(c3ccco3)C2)c1 (stereo not drawn)	49.8	-0.1	x	6.8	2.0	2.9	3.1
CCOc1ccc(Nc2ncnc3c2cnn3Cc2ccccc2)cc1	-2.4	1.8	-36.0	12.0	0.6	4.7	-6.1
COc1ccc(S(=O)(=O)N2CCOC2CNC(=O)C(=O)NCCc2ccccc2)cc1 (stereo not drawn)	-11.4	1.9	-2.1	-9.0	1.7	-4.5	-3.6
OC(c1ccccc1)c1nc(-c2ccc(Cl)cc2)cs1 (stereo not drawn)	-1.1	-3.8	1.3	24.8	30.7	x	-5.6
COc1ccccc1-c1ccc2n(c1=O)C[C@@H]1[C@@H](CO)[C@H](C(=O)N(C)C)N(C(=O)c3cccnc3)[C@H]21	x	-8.5	-4.6	-12.5	-6.2	-3.6	-3.9
COc1ccc(CCNC(=O)CSCc2ccc([N+](=O)[O-])cc2)cc1	25.1	x	-4.4	-7.8	-12.1	-0.8	x
COc1ccc(S(=O)(=O)N(C)C[C@H]2OCCCC[C@H](C)Oc3ccc(NC(=O)c4ccncc4)cc3C(=O)N([C@H](C)CO)C[C@H]2C)cc1	5.4[16.7 µM]	-2.6	-0.8	x	-3.9	0.2	1.2
C[C@H](O)C#Cc1cnc2c(c1)C(=O)N([C@H](C)CO)C[C@@H](C)[C@@H](CN(C)Cc1cccc(F)c1)O2	-15.3[16.7 µM]	4.6	2.1	5.1	2.0	-0.7	15.1
Cc1ccc(F)cc1S(=O)(=O)Nc1cccc(C(=O)N2CCCC(C(N)=O)C2)c1 (stereo not drawn)	-3.1	5.9	-0.4	-3.7	2.0	2.1	-2.1
C[C@H]1CN([C@@H](C)CO)C(=O)c2cc(Br)cnc2O[C@@H]1CN(C)C(=O)CN(C)C	1.7	0.5&5.0	0.0&-2.7	-3.9&-8.7	-2.2&4.0	1.5	0.4&6.9
CCC(=O)Nc1nc(-c2ccccc2)nc(SC)c1C(C)=O	x	-2.6	x	x	x	-4.9	2.1
O=C(Nc1cccnc1)c1cnc2ccccc2n1	6.1	x	0.9	x	29.1	-7.9	x
CC(=O)Nc1ccc(NC(=O)[C@@H]2CCCC[C@@H]2C(=O)O)cc1	-8.1	-5.6	3.6	-6.5	0.5	-0.1	-3.7
O=C(CN1CCC(C(=O)c2cccc(Cl)c2)CC1)Nc1cccc(C(=O)O)c1	x	5.9	x	x	x	-12.7	5.2
CN(c1ccccc1)S(=O)(=O)c1ccc(Cl)c(C(=O)NCc2ccco2)c1	-3.1	-0.7	1.4	-7.8	x	-0.5	2.2
COc1ccc(S(=O)(=O)NCc2ccncc2)cc1NC(=O)c1ccc(Cl)cc1	56.1	-3.2	-1.8	-3.8	-0.8	3.1	-0.6
CCOC(=O)Cc1nnc(NC(=O)Nc2ccccc2)s1	0.6	x	1.1	4.9	5.8	-2.5	x
O=C(NNC(=O)c1ccc2nonc2c1)Nc1ccc(Cl)cc1	6.4	5.0	-2.1	x	x	x	-1.2
Clc1ccc(-c2nnc3cccc(Cl)n23)c(Cl)c1	x	x	-4.6	28.1	3.8	1.2	x
O=C(Cc1cn2ccsc2n1)Nc1nc2c(s1)CN(Cc1ccccc1)CC2	x	x	1.0	-13.5	2.7	7.3	x
O=C(NNC(=O)c1ccc([N+](=O)[O-])cc1C(=O)O)c1ccncc1	-8.8	3.5	0.7	8.7	-10.5	-5.9	-0.2
COc1ccc(NC(=O)c2cc(-c3cc(F)ccc3OCC3CCCO3)n[nH]2)cc1OC (stereo not drawn)	-2.0	x	-1.4	-3.5	-0.1	x	-6.9
c1ccc(OCC2CCNCC2)nc1	-0.5	0.1	2.4	0.1	4.5	0.1	5.3
C[C@H]1CN([C@@H](C)CO)C(=O)c2cc(NC(=O)Cc3ccccc3)ccc2O[C@@H]1CN(C)S(=O)(=O)c1cn(C)cn1	0.4[16.7 µM]	-9.4	-1.4	-19.3	-0.6	-1.2	0.6
CCOCc1nnc(NS(C)(=O)=O)s1	268.5*	x	-0.3	1.2	-0.3	-3.8	x
CSc1ccc(CN(C)CC(=O)NC(C)c2ccccc2)cc1 (stereo not drawn)	-6.1	-3.7	1.7	-6.6	0.3	-3.2	0.3
O=C(O)c1ccc2c(=O)n(-c3ccc(F)c(Cl)c3)c(=S)[nH]c2c1	1.0	6.0	-1.3	8.0	-2.8	-5.8	5.0
Cc1nn(-c2nc3ccccc3s2)c(C)c1Oc1ccccc1O	3.5	x	-5.6	7.5	44.8*	-4.6	x
c1cncc(CN2CCN(c3cc(-c4cnc5ccccc5c4)nc4ccnn34)CC2)c1	-5.8	x	-0.7	1.0	-5.0	x	6.1
Cc1ccc(C(=O)c2c3ccc(C(F)(F)F)cc3[n+]([O-])n2CCCN)cc1	-6.1	x	0.3	8.3	-3.2	14.6	3.4
CC1Cc2cc(/C=C3/SC(N4CCC(C(N)=O)CC4)=NC3=O)ccc2O1 (stereo not drawn)	-1.8	-0.8	0.4	x	x	0.7	-0.7
COc1cccc2cc(C(C)N(CCCN3CCOCC3)C(=S)Nc3cccc(C)c3C)oc12 (stereo not drawn)	-3.1	2.0	0.6	12.5	-1.5	-3.5	5.1
CCC(C)Nc1nc(N)c([N+](=O)[O-])c(NC2CCCCC2)n1 (stereo not drawn)	-3.9	-7.0	-0.9	21.2	2.5	-1.6	-1.0
CC(Oc1ccc(Cl)cc1)C(=O)NCCCn1ccnc1 (stereo not drawn)	-1.3	x	x	-1.4	-4.2	-0.2	x
COC(=O)c1c(NC(=O)CSc2n[nH]c(N)n2)sc(C)c1C	-0.6	x	-1.1	-1.4	-4.4	-0.6	x
C[C@@H]1CCCCO[C@@H](CN(C)S(=O)(=O)c2ccc(F)cc2)[C@H](C)CN([C@H](C)CO)C(=O)c2cc(NC(=O)Nc3ccc4c(c3)OCO4)ccc2O1	1.0[16.7 µM]	4.8	-14.2	x	-0.3	28.0	-0.1
O=C(c1ccc2c(=O)n3c(nc2c1)CCCCC3)N1CCN(c2ccc(Cl)cc2)CC1	-6.5	-4.1	1.2	-4.3	-0.3	-8.2	-5.7
C[C@H]1CN([C@@H](C)CO)C(=O)Cc2cc(NC(=O)Nc3ccc(C(F)(F)F)cc3)ccc2O[C@H]1CN(C)Cc1ccc(C(=O)O)cc1	6.0[16.7 µM]	1.1	-3.9	9.5	-7.9	14.5	3.4
CN1CCN(C(=O)CN(CCc2ccccc2)S(C)(=O)=O)CC1	x	x	-0.5	11.0	-9.3	4.4	x
CC(=O)NN(O)C1N(C)C(=O)N(Cc2ccccc2)C1(C)C (stereo not drawn)	x	-0.2	x	x	x	-6.1	u
